Insulin prom inh – inhibitors of insulin promoter-driven GFP, primary screen, imaging, TRM-6 cells (human fetal islet line), eGFP reporter, cell count. actives 0.9% (n = 130,000). inhibition, % at 2 µM. reporter expression induced with tamoxifen;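 active means inhibition above the mean plus 3 SD, with well images judged a real hit on visual review, cut at about 60% in these data, passing the limit was not always enough; inconclusive means inhibition over the cutoff but images rejected on review; inactive means inhibition not above the cutoff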
sdo1 growth – growth rescue of sdo1-depleted yeast, primary screen, S. cerevisiae, bone marrow failure model. actives 0.21% (n = 140,000). AID 817, 2007. S. cerevisiae sdo1-depleted JHY4D growth rescue, OD600 30 h; active compounds read high; pdr5 snq2 efflux-pump mutant strain. z-score at 10 µM;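 active means z-score above 3 at both the 24 hr and the 30 hr optical density reads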;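 further: z-score against mean and SD of all compound wells on the same plate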
sdo1 growth Rescue 24 h – second read-out of sdo1 growth, no call of its own (marks repeat the call); z-score; S. cerevisiae sdo1-depleted JHY4D growth rescue, OD600; measured here: growth rescue at 24 h;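 0 is the plate mean of compound wells and units are plate SD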
Numbers without * were called inactive; ? = inconclusive; / = no result given; [ ] = another dose, or the depositor's remark.

SMILES | sdo1 growth Rescue 24 h | sdo1 growth | Insulin prom inh
CCOCCCNC(=O)CN1C2CCC1CC(O)(c1ccc(OC)cc1)C2 (centres undefined) | 1 | 0.97 | /
Cn1c(O)c(C(=N)COc2ccccc2)c(=O)n(C)c1=O | 0.64 | 1.2 | 53
Cc1ccccc1NC1(C#N)CCCCC1 | / | / | 9
CCOC(=O)CNC(=O)CSP(=S)(OCC)OCC | 0.47 | -0.29 | /
CCCCc1ccc2[nH]cc(CCN)c2c1 | 0.4 | 0.23 | 10
O=C(C1CCN(S(=O)(=O)c2ccccc2)CC1)N1CCC2(CC1)OCCO2 | -1.4 | -1.1 | -29
CSCc1nnc2n1-c1ccc(Cl)cc1C(c1ccccc1)=NC2 | 0.2 | 0.57 | 44
CCCCn1c(=O)c(C(=O)Nc2ccccc2S(N)(=O)=O)c(O)c2ccccc21 | -1.9 | -2.5 | -84
O=C(c1ccccc1F)c1cn(CC(=O)N2CCCC2)c2ccccc12 | -1.7 | -0.44 | -21
CCCCC(=O)N/N=C/c1c(O)n(Cc2ccco2)c(=O)[nH]c1=O | 1.1 | 1.2 | /
COc1ccc(CN2C(=O)NC(=O)/C(=C\c3cccc(OC)c3OC)C2=O)cc1 | / | / | 38
Cc1c(C(=O)N2CCC3(CC2)OCCO3)oc2ccc(S(=O)(=O)N3CCOCC3)cc12 | -0.57 | -0.01 | 21
C=Cn1ccnc1P(O)(=S)c1nc(C)c(CCOC(C)=O)s1 (centres undefined) | / | / | -3
CCN1CCC2(CC1)NC(CO)(CO)CO2 | -0.16 | 0.97 | -18
O=C(OCC(=O)c1ccc([N+](=O)[O-])cc1)/C(=C\c1ccc(Cl)cc1)NC(=O)c1ccccc1 | -0.29 | -0.29[6.9 µM] | /
Cn1c(O)c(N=Nc2ccc(S(=O)(=O)N3CCOCC3)cc2)c(=O)n(C)c1=O | -0.14 | 0.47 | /
CCN1c2nc3c(C)cccn3c(=O)c2CC2(C(=O)N(C)C(=O)N(C)C2=O)C1C (centres undefined) | -1.2 | -0.64 | 57
CC(=O)Nc1ccc(OC(=O)c2ccccc2N)cc1 | 0.76 | 0.93 | 0
C=CCN(c1ccc(C(=O)N(CC)CC)cc1)S(C)(=O)=O | 1.7 | 2.1 | -7
CC(C)n1c(=O)c(C=Nc2ccc(Cl)cc2)c(O)n(Cc2ccco2)c1=O | 2.3 | 0.89 | 7
Cc1cc(OCCCC(=O)NCc2cccs2)ccc1Cl | -0.48 | -0.89 | -19
COc1cc(OC)c(C=O)c(OC(=O)N(C)C)c1 | / | / | 12
OC(COCc1ccc(Cl)cc1)CN1CC=C(c2ccccc2)CC1 (centres undefined) | -2.2 | -3.1 | -9
Cc1ccc(N2C(=O)NC(=O)/C(=C/c3cnc(-c4ccccc4)nc3)C2=O)cc1C | -0.05 | 0.22 | -17
CC(C)CN(C(=O)CN1CC=C(c2ccccc2)CC1)c1c(N)n(CC(C)C)c(=O)[nH]c1=O | / | / | -31
O=[N+]([O-])c1ccc(N2CCCC2)c2ccncc12 | / | / | 42
CCN(CC)CCCN=C(C)c1c(O)n(C2CCCCC2)c(=O)[nH]c1=O | 0.15 | 0.06 | 27
CC1(C)C(=O)C=C[C@]2(C)[C@H]3CC[C@@]4(C)[C@H](c5ccoc5)OC(=O)[C@H]5O[C@]54[C@]3(C)[C@H](O)C[C@@H]12 | -0.81 | -0.98 | 40
COC(=O)c1ccccc1N=Cc1c(O)[nH]c(=S)[nH]c1=O | / | / | 62
O=C(c1cc2c(s1)CCCCCC2)N1CCC2(CC1)OCCO2 | 0.41 | -0.49 | -33
O=C(O)Cn1cc(C(=O)c2ccccc2)c2ccccc21 | 4.9 | 2.8 | -15
O=C1NC(=O)N(Cc2ccccc2)C(=O)/C1=C\N1CCCc2ccccc21 | 1.2 | 0.98 | /
CCCNc1oc(-c2cccc3ccccc23)nc1C#N | 0.49 | -0.07 | /
CN1CCC(O)(c2ccc(Cl)cc2)C(C(=O)c2ccc(Cl)cc2)C1 (centres undefined) | / | / | -43
O=C(c1cnn2c(C(F)(F)F)cc(-c3ccccc3)nc12)N1CCC2(CC1)OCCO2 | 0.55 | 0.32 | 10
CCOC(=O)N(C)c1ccc(C(O)(C(=O)OCC)C(F)(F)F)cc1 (centres undefined) | -1.4 | -1.2 | 57
CC1CCCCN1Cc1ccc(Cl)nc1 (centres undefined) | / | / | -11
CC(C)NC(=O)c1ccc(N2CC3CC(C2)c2cccc(=O)n2C3)c([N+](=O)[O-])c1 (centres undefined) | / | / | 0
CCn1c(C(=O)N2CCC(C(=O)N3CCC4(CC3)OCCO4)CC2)cc2sccc21 | -0.21 | 0.81 | /
CCOc1c(P(=S)(N(C)C)N(C)C)c(C)nn1-c1ccccc1 | -0.35 | -0.59 | -62
COCCNCCOc1ccc(C(C)(C)c2ccccc2)cc1 | -0.18 | -0.53 | -108
C=Cn1ccnc1P(=S)(c1ccn(C)c1)c1nccn1C=C | -0.45 | 0.05 | -18
COCCOC(=O)C1=C(N)Oc2c(c(=O)oc3ccccc23)[C@@]12C(=O)Nc1ccccc12 | 0.98 | 0.86 | /
CCCCn1c(N)c(C(=O)OCC2CCCO2)c2nc3ccccc3nc21 (centres undefined) | -0.59 | -1.2 | -94
CCOC(=O)C1(c2ccccc2)CCN(CC(=O)Nc2cccc3ccccc23)CC1 | -1.3 | -1.2 | 10
Cc1cc(N2C(=O)CC(N3CCC(n4c(=O)[nH]c5ccccc54)CC3)C2=O)no1 (centres undefined) | -0.69 | 0.23 | -31
CCCC(=O)NC(Oc1ccc(Cl)cc1Cl)C(Cl)(Cl)Cl (centres undefined) | 0.09 | 0.39 | -38
COc1ccc(N=C(C)c2c(O)n(C3CCCCC3)c(=O)[nH]c2=O)c(OC)c1 | 0.57 | -0.99 | /
COC(=O)c1c(C)n(Cc2ccco2)c2ccc(O)cc12 | -0.52 | 0.11 | -17
CN(C)C(=O)Oc1cccc(-c2cn3cc(Cl)ccc3n2)c1 | -0.63 | -0.62 | /
O=[N+]([O-])c1ccc(N2CCNCC2)cc1NCC1CCCO1 (centres undefined) | -0.11 | -0.25 | -23
CC(=O)OC1(c2ccc(C)cc2)CN2CCC1c1ccccc12 (centres undefined) | -0.51 | -0.59 | 29
COc1ccc(CC2c3cc(OC)c(OC)cc3CCN2C)cc1O (centres undefined) | -0.52 | -0.18 | 24
O=C(c1ccc(N2CC3CC(C2)c2cccc(=O)n2C3)c([N+](=O)[O-])c1)N1CCCC1 (centres undefined) | / | / | -56
O=C(c1cccn2c(=O)c3ccccc3nc12)N1CCC2(CC1)OCCO2 | 0.01 | 0.13 | 26
CC(=O)c1ccccc1NC(=O)C1C2CCC(O2)C1C(=O)O (centres undefined) | -0.37 | 0.02 | -4
CC(C(=O)c1ccccc1)N1C(=O)c2ccccc2C1=O (centres undefined) | -0.73 | -0.87 | 8
CN(C)c1ccc(P(=S)(N(C)C)N(C)C)cc1 | -0.83 | -1.2 | -74
CC(C)CCC1(CCc2ccncc2)C(=O)NC(=O)NC1=O | -0.7 | 0.52 | 11
CC(=O)OC1N=C(c2ccccc2)c2cc(Br)ccc2NC1=O (centres undefined) | -0.32 | 0.25 | 3

Additional entries
SMILES | sdo1 growth Rescue 24 h | sdo1 growth | Insulin prom inh
OC1(CN2CCOCC2)C2CC3CC(C2)CC1C3 (centres undefined) | -0.37 | -0.01 | /
CCOC(=O)c1c(C)n(CCOC)c2ccc(O)cc12 | 0.27 | 0.58 | -11
O=C1C2CCCN2C(c2ccc(Cl)c(Cl)c2)N1c1ccccn1 (centres undefined) | 0.01 | -0.31 | 57
Cc1nc2c(=O)n(C)c(=O)nc-2n(C)n1 | -1.5 | -1.7 | -155
CCOc1ccc(C2C(C#N)=C(N)Oc3c2c(=O)oc2ccccc32)cc1 (centres undefined) | -0.37 | -0.51 | 0
OC(Cn1c2ccccc2c2ccccc21)C[n+]1cccc2ccccc21 (centres undefined) | 1.6 | 1.8 | -30
CN(C)CC1CSCCC1(O)c1ccccc1Cl (centres undefined) | 2.1 | 1.6 | 45
Cc1cc(C)n2nc(C)[n+](C)c2n1 | 0.78 | 0.51 | 6
COc1ccc(CN2CCN(c3ccccc3F)CC2)cc1O | 0.47 | 0.09 | -70
Cn1cc(C(=O)Cc2ccccc2)c2ccccc21 | -1.2 | -1.2 | 17
O=C(Nc1ccc(F)cc1)c1c(O)c2c(n(Cc3ccccc3)c1=O)CCCC2 | -0.62 | -1.5 | -36
Clc1ccc(N2CCNCC2)nn1 | / | / | 8
Cc1ccc(N2C(=O)NC(=O)C3(Cc4ccccc4N4CCN(c5ccccc5)CC43)C2=O)cc1 (centres undefined) | -0.62 | -0.82 | -6
O=c1[nH]c(=O)n(CCC2=CCCCC2)c(O)c1C=NCCCn1ccnc1 | -0.94 | -0.66 | 24
O=C(O)C1C2c3ccccc3C(c3ccccc32)C1C(=O)Nc1ccccc1 (centres undefined) | / | / | 29
NCC(CC(=O)O)C1CCCCC1 (centres undefined) | -1.4 | -0.62 | -21
CC(=NCCO)c1c(O)n(C2CCCCC2)c(=O)[nH]c1=O | -0.43 | -0.07 | 21
CN1CCN(c2ccc(S(=O)(=O)C(F)(F)F)cc2[N+](=O)[O-])CC1 | 0.11 | 0.98 | /
CC1(c2ccccc2)NCCN2C(=O)CSC21 (centres undefined) | 1.4 | 1.6 | 25
C=CCn1c(O)c(C(C)=Nc2ccc(NC(C)=O)cc2)c(=O)[nH]c1=O | 0.19 | 0.94 | 25

Seven entries already listed, ordered by count of non-hydrogen atoms, low to high:
SMILES | sdo1 growth Rescue 24 h | sdo1 growth | Insulin prom inh
NCC(CC(=O)O)C1CCCCC1 (centres undefined) | -1.4 | -0.62 | -21
CN(C)CC1CSCCC1(O)c1ccccc1Cl (centres undefined) | 2.1 | 1.6 | 45
Cn1cc(C(=O)Cc2ccccc2)c2ccccc21 | -1.2 | -1.2 | 17
CCOC(=O)c1c(C)n(CCOC)c2ccc(O)cc12 | 0.27 | 0.58 | -11
CN1CCN(c2ccc(S(=O)(=O)C(F)(F)F)cc2[N+](=O)[O-])CC1 | 0.11 | 0.98 | /
O=c1[nH]c(=O)n(CCC2=CCCCC2)c(O)c1C=NCCCn1ccnc1 | -0.94 | -0.66 | 24
Cc1ccc(N2C(=O)NC(=O)C3(Cc4ccccc4N4CCN(c5ccccc5)CC43)C2=O)cc1 (centres undefined) | -0.62 | -0.82 | -6

The list continues:
SMILES | sdo1 growth Rescue 24 h | sdo1 growth | Insulin prom inh
C=CP(=O)(O)c1ccccc1 | -0.72 | -0.46 | 30
CCN1CCN(c2ncnc3ccc(Br)cc23)CC1 | 0.39 | 0.4 | ?
Fc1ccc(C(OCCN2CCCC2)c2ccc(F)cc2)cc1 | -0.57 | 0.08 | 3
Cc1ccc(C(c2nnnn2Cc2ccccc2)N2CC=C(c3ccc(F)cc3)CC2)cc1 (centres undefined) | 0.49 | -0.53 | 52
C=CCn1c(O)c(C(C)=NCCCO)c(=O)[nH]c1=O | 2.5 | 1.9 | 22
C/C(=N/OC(=O)N(C)C)c1ncc(C(F)(F)F)cc1N1CCOCC1 | -0.19 | 0.18 | 33
O=C(CNC(=O)OCc1ccccc1)Nc1ccc(Br)cc1C(=O)c1ccccc1Cl | 1 | -0.27 | /
CCCOc1ccccc1C1SCC(=O)Nc2c1c(=O)[nH]n2C(C)CCC (centres undefined) | -0.58 | -0.69 | /

Some of the entries above, set out differently.
Under each structure: sdo1 growth Rescue 24 h	sdo1 growth	Insulin prom inh
- C=CP(=O)(O)c1ccccc1
→ -0.72	-0.46	30
- CCN1CCN(c2ncnc3ccc(Br)cc23)CC1
→ 0.39	0.4	?
- Fc1ccc(C(OCCN2CCCC2)c2ccc(F)cc2)cc1
→ -0.57	0.08	3
- Cc1ccc(C(c2nnnn2Cc2ccccc2)N2CC=C(c3ccc(F)cc3)CC2)cc1 (centres undefined)
→ 0.49	-0.53	52

This is a subset; count on the stated rates, not on these rows.
